# Screening data deposited in PubChem BioAssay by National Center for Advancing Translational Sciences (NCATS).
# Gal4-VP16 FLuc = counter-screen for ROR gamma inhibitors: Gal4-VP16 reporter. Drosophila S2 Gal4-VP16 UAS-luciferase, luminescence, 20 h. Potency, µM (highest dose often 53.6 µM), for inactives: at the highest dose activity, negative = inhibition, hits mostly inhibitors. 310,000 compounds, 3.5% hits;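 also: Gal4-VP16 expression switched on by copper sulfate through the metallothionein promoter; potency is read from the fitted curve at half-maximal effect; % is scaled to controls: 0 for no effect and ±100 for the full control effect; nearly all actives have a fitted effect of over 50% in size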
# ELG1 DNA repair = ELG1-dependent DNA repair inhibition; Potency, µM (series often up to 46.1 µM), for the others: top-dose activity change, negative = inhibition, actives largely listed as inhibitors; 330,000 compounds, 2.3% hits; AID 504467; HEK293T ELG1-luciferase reporter, luminescence, 16 h; DNA damage induced by 5-fluorouridine; also: potency is read from the fitted curve at half-maximal effect; % is scaled to controls: 0 for no effect and ±100 for the full control effect; nearly all actives have a fitted effect of over 55% in size
#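 Reporter activity after DNA damage by 5-fluorouridine is monitored. Compound-treated cells incubate 16 hr at 37 °C, then ONE-Glo is added for 30 min before luminescence reading.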
# TRPV1 ag = human TRPV1 agonism; Q8NER1; TRPV1-expressing cells, Fluo-8 calcium influx, agonist mode; activation, % at 8.33 µM; 320,000 compounds, 0.19% hits; AID 540275; in the data active = activation above about 80%; inconclusive = between about 30% and that limit; also: 0% is about no effect
# Target sequence (Q8NER1 whole entry, looked up): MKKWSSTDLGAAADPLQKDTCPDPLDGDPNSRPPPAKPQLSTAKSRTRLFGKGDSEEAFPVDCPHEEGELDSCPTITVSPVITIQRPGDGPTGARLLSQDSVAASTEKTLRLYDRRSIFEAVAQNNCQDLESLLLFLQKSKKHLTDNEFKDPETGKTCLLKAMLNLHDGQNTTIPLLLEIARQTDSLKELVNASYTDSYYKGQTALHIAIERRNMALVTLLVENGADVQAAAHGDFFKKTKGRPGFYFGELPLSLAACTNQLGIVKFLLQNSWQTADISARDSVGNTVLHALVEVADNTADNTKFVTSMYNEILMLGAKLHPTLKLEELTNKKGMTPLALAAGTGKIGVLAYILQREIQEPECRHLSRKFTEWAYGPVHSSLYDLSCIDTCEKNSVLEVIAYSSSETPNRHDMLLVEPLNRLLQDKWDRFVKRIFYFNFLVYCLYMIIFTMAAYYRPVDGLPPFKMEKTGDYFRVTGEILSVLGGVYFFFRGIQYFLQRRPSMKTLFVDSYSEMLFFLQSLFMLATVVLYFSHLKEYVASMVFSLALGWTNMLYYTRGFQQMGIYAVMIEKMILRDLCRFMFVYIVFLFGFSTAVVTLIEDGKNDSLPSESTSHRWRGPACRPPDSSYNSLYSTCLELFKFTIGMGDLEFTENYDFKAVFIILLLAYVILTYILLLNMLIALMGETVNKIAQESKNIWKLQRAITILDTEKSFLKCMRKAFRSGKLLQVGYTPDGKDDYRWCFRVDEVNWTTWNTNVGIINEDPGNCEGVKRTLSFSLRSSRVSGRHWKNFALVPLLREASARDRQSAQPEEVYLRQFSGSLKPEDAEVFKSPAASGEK
#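 Cells expressing TRPV1 were dye-loaded with Fluo-8 and read kinetically: 10 s baseline, 3 min after compound (agonist portion), then 2 min after EC20 capsaicin (allosteric enhancer portion). Calcium-bound dye fluorescence at 480/520 nm.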
# Tb PFK inh = blocks T. brucei phosphofructokinase. T. brucei PFK, ADP-Glo luminescence. Potency, µM (series often up to 57.5 µM), for inactives: at the highest dose activity, negative = inhibition, actives largely listed as inhibitors. 330,000 compounds, 0.17% hits;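 also: potency is read from the fitted curve at half-maximal effect; 0% = uninhibited 1x PFK enzyme wells and -100% = no-enzyme wells; nearly all actives have a fitted effect of over 60% in size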
#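 Compounds were pin-transferred as a titration series up to 57 uM into substrate buffer (0.5 mM F6P, 0.1 mM ATP, pH 8.0), then 1.25 nM PFK was added and reactions ran 45 min before ADP-Glo detection.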
# ELG1 genotox = genotoxicity induction in ELG1-luciferase HEK293T cells; HEK293T ELG1-luciferase reporter, luminescence, 16 h; Potency, µM (highest dose often 46 µM), for inactives: at the top dose activity change, positive = activation, usual class: activators; 330,000 compounds, 1.3% hits; AID 504466; also: potency is read from the fitted curve at half-maximal effect; % of control where 0% means no effect; nearly all actives have a fitted effect of over 60% in size
#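 After overnight (16 hr) compound treatment at 37 °C, ELG1-luciferase HEK293T cells were lysed with ONE-Glo; luminescence quantified 30 min later at room temperature.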
# NPC1 prom act = activators of NPC1 promoter; AID 485313; Huh7 NPC1 promoter luciferase reporter, 24 h; Potency, µM (highest dose often 9.22 µM), for inactives: at the top dose activation, most hits filed as activators; 320,000 compounds, 2.4% hits;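 also: potency is read from the fitted curve at half-maximal effect; % of control where 0% means no effect; nearly all actives have a fitted effect of over 60% in size; reporter is driven by a mutant NPC1 promoter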
#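 Compounds in DMSO were transferred onto Huh7 NPC1-luciferase reporter cells pre-incubated 2 h; after 24 h at 37 °C, Amplite reagent was dispensed and luminescence recorded 10 min later.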
# Rab9 prom act = activators of Rab9 promoter | 320,000 compounds, 2.8% hits | Potency, µM (series often up to 9.22 µM), for inactives: at the top dose activation, negative = inhibition, usual class: activators | Huh7 Rab9 promoter-luciferase reporter, luminescence, 24 h; also: potency is read from the fitted curve at half-maximal effect; % of control where 0% means no effect; nearly all actives have a fitted effect of over 60% in size
#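 Cell-based reporter: Huh7 stable for Rab9 promoter-driven luciferase, plated in reduced-serum medium with 10% FBS at 1500 cells/well, compound-treated 24 h at 37 °C, luminescence read after 10 min reagent.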
# p53 reactivation = re-activators of mutant p53 | H1299 p53-A138V BP100-luciferase reporter, luminescence, 24 h | Potency, µM (series often up to 92.2 µM), for the others: at the highest dose activity change, positive = activation, most hits filed as activators | 320,000 compounds, 0.063% hits; also: potency is read from the fitted curve at half-maximal effect; % of control where 0% means no effect; nearly all actives have a fitted effect of over 45% in size
#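 p53-null H1299 cells stably carrying temperature-sensitive p53-A138V and a BP100-luciferase reporter were pinned with compounds (4-point, 1:5 series) and held 24 hrs at 37 deg C. Luminescence was read 10 min after detection reagent.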
# FLuc counter = counter-screen for miR-21 project: firefly luciferase inhibitors or activators; Potency, µM (top dose mostly 57.5 µM), for inactives: at the highest dose activity change, negative = inhibition, usual class: inhibitors; purified FLuc, Km substrates, luminescence inhibition; AID 588342; 360,000 compounds, 6.9% hits; P08659;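 also: potency is read from the fitted curve at half-maximal effect; plate controls were vehicle for no effect and reference inhibitor for full effect; nearly all actives have a fitted effect of over 55% in size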
#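 Biochemical qHTS of compounds, final roughly 60 µM downward over six points, against 10 nM purified firefly luciferase using Km concentrations of substrates (10 uM D-luciferin, 10 uM ATP) in Tris acetate pH 7.5 buffer; luminescence output.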
# RORg inh = blocks mouse ROR gamma transcriptional activity. P51450. Drosophila S2 Gal4-RORgamma UAS-luciferase reporter, 20 h. Potency, µM (series often up to 53.6 µM), inactives show at the top dose activity change, negative = inhibition, usual class: inhibitors. 310,000 compounds, 5.4% hits. AID 2551; also: potency is read from the fitted curve at half-maximal effect; % is scaled to controls: 0 for no effect and ±100 for the full control effect; nearly all actives have a fitted effect of over 60% in size
#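 In this cell-based reporter format, copper sulfate (700 uM final) drives Gal4–ROR gamma fusion expression from a metallothionein promoter in Drosophila Schneider cells; compounds preincubated 1 hr, reporter read after 20 hr at ambient temperature.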
# BRCA1 expr act = activators of BRCA1 expression; MCF7-BRCA1-FFLuc reporter, luminescence, 48 h; response scale: scaled: vehicle 0%, 10 µM genistein 100%; Potency, µM (highest dose often 46.1 µM), without a hit: at the top dose activation, actives largely listed as activators; 380,000 compounds, 1.1% hits; AID 624202; also: potency is read from the fitted curve at half-maximal effect; nearly all actives have a fitted effect of over 80% in size; some results filed as inactive show a strong effect at the top dose
#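 Using MCF7 cells harboring a BRCA1 firefly luciferase reporter, plated 2 h before compound pinning, the screen measured luminescence after 48 h incubation. Responses were normalized to DMSO and 10 microM genistein, then fitted for concentration-effect.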
# An asterisk follows results filed as active; ? = inconclusive; . = no result given; [ ] = dose if it differs, or a comment. Unless noted, calls follow the shape of the dose curve; as a rule, active = well fitted curve in the direction sought with a large enough effect; inconclusive = small, poorly fitted or top-dose-only effect, or another doubt; inactive = no such curve, though single readings can be large; an effect the other way counts as inactive or inconclusive.
SMILES,Gal4-VP16 FLuc,ELG1 DNA repair,TRPV1 ag,Tb PFK inh,ELG1 genotox,NPC1 prom act,Rab9 prom act,p53 reactivation,FLuc counter,RORg inh,BRCA1 expr act
CCOC(=O)c1ccccc1NC(=O)C1CC(=O)N(C2CCCCC2)C1 (configuration not stated),4%,8%,29,-3%,-6%,7%,7%,21%,?,?,-8%
Cc1ccc(NC(=O)COC(=O)c2cccnc2Cl)cc1S(=O)(=O)N1CCOCC1,.,0%,.,4%,3%,.,.,4%,.,.,-40%
CC1CCCCC12NC(=O)N(CC(=O)Nc1nccs1)C2=O (configuration not stated),.,8%,.,1%,-1%,.,.,3%,.,.,-2%
COc1ccc(CCNC(=O)CCn2c(=O)oc3ccccc32)cc1,-2%,-3%,-1,-15%,-1%,4%,0%,8%,-2%,-5%,-5%
C#CC[N+](C)(C)CCCCCCCCCCCC,11µM*,-26%,-1,0%,-6%,-26%,-38%[inhibitor],-14%,0%,?,-79%
Cc1ccc(-n2nnnc2CNC(=O)c2ccc(Br)o2)cc1C,18%,-1%,7,1%,0%,0%,-1%,-1%,1%,-4%,1%
CN(NC1OC(=O)c2ccccc21)c1c([N+](=O)[O-])cc(C(F)(F)F)cc1[N+](=O)[O-] (configuration not stated),0%,?,-3,-3%,0%,-1%,-6%,-1%,3%,35%,-1%
Cc1ccc(C(=O)c2cc([N+](=O)[O-])ccc2N2CCCCC2)cc1,?,?,4,9%,12%,-15%,-25%,17%,3%,12%,-85%
O=S(=O)(NCCSc1ccccc1)c1cccs1,7%,2%,-4,-13%,5%,-3%,-1%[1.84 µM],-8%,-9%,23%,1%
COCCN(C(=O)COC(=O)C1=COCCO1)c1c(N)n(Cc2ccccc2)c(=O)[nH]c1=O,-6%,11%,1,-6%,-1%,-3%,1%,-3%,5%,0%,-2%
Cc1ccc(S(=O)(=O)N2CCN(C(=O)c3cc4c(s3)CCCC4)CC2)cc1,.,6%,2,-4%,-1%,-9%,-9%,1%,4%,.,11%
O=C(NCCCN1CCOCC1)C(=O)NCc1ccc(Cl)cc1,7%,6%,1,-3%,0%,-5%,-6%,0%,0%,12%,-10%
CC(C)C1Cc2c(sc(NC(=S)NC(=O)c3ccccc3)c2C#N)CO1 (configuration not stated),?,16%,3,0%,-7%,3%,0%,11%,-1%,5.6µM*,10%
O=C(CN1C(=O)C2CC=C(Cl)CC2C1=O)NCc1ccccc1 (configuration not stated),4%,2%,-2,-15%,-1%,-3%,-1%,-4%,3%,?,2%
COc1cc(OC)cc(C(=O)OCC(=O)c2ccc(S(=O)(=O)N3CCCCC3)cc2)c1,.,?,-6,-3%,-2%,0%,-2%,0%,9%,.,0%
COc1ccc(C(=O)Nc2ccccc2C(=O)NC(Cc2ccc(O)cc2)C(=O)NNC(=O)c2ccc(C)cc2)cc1 (configuration not stated),-11%,8.2µM*,-1,-5%,?,-3%,-12%,0%,9.5µM*,16%[10 µM],-14%
Clc1ccc(OCCN2CCCCC2)c(Cl)c1,-1%,-1%,1,-18%,-1%,-1%,-1%,2%,-2%,-1%,15%
Nn1c(Cc2cccc3ccccc23)nnc1SCc1ccccc1,2%,4%,26,2%,0%,0%,-4%,-3%,-1%,19%,-21%
Cc1ccc(C2=N/C(=C/c3cccs3)C(=O)N2Nc2ccccc2)cc1,4%,?,10,5%,-8%,-4%,-1%,8%,?,1%,-13%
O=C(NCC(c1cccnc1)N1CCN(c2ccccc2F)CC1)c1cccc(Cl)c1 (configuration not stated),-8%,?,5,1%,-17%,0%,-7%,-4%,-1%,34%,-41%
CC(=O)c1cccc(NC2c3ncccc3C(=O)N2Cc2ccco2)c1 (configuration not stated),3%,6%,-6,0%,-3%,7%,-2%,1%,-3%,?,0%
Cc1ccc2cccc(Oc3ccc([N+](=O)[O-])cc3[N+](=O)[O-])c2n1,-17%,6%,8,-1%,4%,-8%,-5%,-4%,1%,-37%,-21%
O=C(CSc1nc2ccccc2n1-c1ccccc1)Nc1ncc(Cl)cc1Cl,-25%,5%,0,-2%,-10%,3%,18%,-3%,-3%,13%,-14%
CCCS(=O)(=O)NCCc1cc2c(OC)ccc(OC)c2[nH]c1=O,-8%,-7%,0,3%,4%,-2%,1%,-3%,0%,-19%,-17%
CCOC(=O)C(CC)Sc1nc2c(c(=O)[nH]c(=O)n2C)n1CCc1ccccc1 (configuration not stated),0%,8.2µM*,3,-4%,-2%,2%,16%,-9%,-11%,0%,-26%
CCNC(=S)N/N=C/c1ccc(OCCOc2ccccc2C)cc1,10µM*,19%,1,0%,5%,-3%,-6%,14%,0%,4.5µM*,8%
COc1ccc(S(=O)(=O)Cc2ccc(C(=O)N3CC(C)CC(C)C3)o2)cc1 (configuration not stated),0%,1%,5,-2%,0%,-1%,5%,.,6%,1%,10%
Cc1cccc(C(=O)NCCCNC(=O)c2ccc(C)nc2)c1,-10%,-5%,0,-2%,-2%,-2%,0%,-1%,-1%,-4%,0%
Cc1cc(C)c(S(=O)(=O)c2cccc(Cl)c2)c(Cl)n1,-3%,-13%,0,-5%,-1%,-6%,-9%,-1%,-2%,0%,-15%
CCOC(=O)C(C(=O)NCCCN1CCOCC1)C1CCCCC1 (configuration not stated),-1%,5%,1,-3%,-2%,-7%,0%,5%,0%,21%,37%
CCOC(=O)c1c(NC2=NS(=O)(=O)c3ccccc32)sc2c1CCC(C)C2 (configuration not stated),-2%,11%,-1,-1%,-2%,-5%,-5%,-6%,4%,33%,14%
COc1ccc(NC(=O)c2ccc(NC(=O)CN3CCN(c4ccccc4)CC3)cc2)cc1,.,.,.,-2%,.,.,.,.,.,.,0%
Cc1ccccc1CC1(CO)CCCN(Cc2ccn[nH]2)C1 (configuration not stated),-3%,-7%,5,-1%,-1%,-4%,-13%,1%,-1%,3%,-4%
NC(=O)c1ccsc1NC(=O)C1CCCN1S(=O)(=O)c1ccc(Cl)cc1 (configuration not stated),-4%,2%,8,?,-2%,-5%,2%,-3%,-7%,-7%,0%
C[C@H](CO)N1C[C@H](C)[C@@H](CN(C)Cc2ccccc2)Oc2c(NC(=O)C3CC3)cccc2C1=O,.,-9%,.,6%,-4%,.,.,-3%,.,.,30%
Cc1cccc(/N=C/C2=C(O)CC(C)(C)CC2=O)n1,-19%,0%,0,0%,2%,-6%,-5%,-1%,?,3%,-10%
CSc1ncc(Cl)c(C(=O)Nc2cccc(C)c2)n1,-9%,-14%,?,-6%,-3%,1%,1%,20%,-7%,8%,-59%
COc1ccc(/C=C(/C(=O)NCc2ccccc2)c2ccccc2)cc1,-13%,?,25,1%,-3%,0%,-5%,-5%,0%,-1%,-27%
Cc1ccc(-c2cc3nc(C)cc(C)n3n2)cc1,-14%,?,0,2%,5.2µM*,3.5µM*,1.8µM*,?,2.7µM*,?,51%
CN(C(=O)COC(=O)c1ccc2c(c1)OCCO2)c1ccccc1,2%,11%,4,0%,3%,-3%,8%,0%,-17%,-17%,24%

# An excerpt from above in order of their number in TRPV1 ag, smallest number first:
Structure | TRPV1 ag
CCCS(=O)(=O)NCCc1cc2c(OC)ccc(OC)c2[nH]c1=O | 0
CCNC(=S)N/N=C/c1ccc(OCCOc2ccccc2C)cc1 | 1
NC(=O)c1ccsc1NC(=O)C1CCCN1S(=O)(=O)c1ccc(Cl)cc1 (configuration not stated) | 8

# (list continues)
SMILES,Gal4-VP16 FLuc,ELG1 DNA repair,TRPV1 ag,Tb PFK inh,ELG1 genotox,NPC1 prom act,Rab9 prom act,p53 reactivation,FLuc counter,RORg inh,BRCA1 expr act
Cc1ccc(NC(=O)CN2C(=O)NC(C)(CC(C)C)C2=O)cc1F (configuration not stated),.,11%,.,4%,-2%,.,.,-5%,.,.,-4%
CN(C)C(=O)N1CCC(C(=O)NCc2cccs2)CC1,-1%,8%,1,-2%,0%,6%,-3%,-6%,0%,4%,8%
COC(=O)CN(C(=S)Nc1ccc(Cl)cc1)C1CC(=O)N(c2ccc(OC)cc2)C1=O (configuration not stated),1%,2%,2,1%,-3%,-3%,2%,6%,-1%,23%,-2%
COc1ccc(CNC(=O)CN2CCC(n3nnc4cc(F)ccc43)CC2)cc1,-6%,?,-1,0%,-8%,-3%,1%,-4%,0%,1%,9%
COc1ccc(CC(=O)N2CCC(c3ccccc3)C2)cc1 (configuration not stated),8%,?,?,3%,?,20%,?,5%,?,16%,81%
Cn1c(-c2ccccc2)c(/C=N/NC(=O)c2cccnc2)c2ccccc21,3%,?,1,1%,-14%,21%,1%,11%,5.4µM*,?,-2%
